# High-throughput results (PubChem BioAssay)
# NCI-60 one-dose screen, 48 h, at 10 µM unless noted. Numbers give growth in % (100 = growth as untreated, 0 = no growth, -100 = all killed).
# OVCAR-5: OVCAR-5 ovarian cancer; actives 2.9% (n = 82,000)
# NCI/ADR-RES: NCI/ADR-RES ovarian cells. actives 4.4% (n = 81,000)
# IGROV1: IGROV1 ovarian cancer. actives 4.7% (n = 79,000). AID 1794786
# OVCAR-8: OVCAR-8 ovarian cancer; actives 4.4% (n = 81,000); AID 1794782
# OVCAR-3: OVCAR-3 ovarian cancer. actives 7% (n = 79,000). AID 1794787
# SK-OV-3: SK-OV-3 ovarian cancer cells; actives 3.2% (n = 80,000)
# OVCAR-4: OVCAR-4 ovarian cancer cells. actives 3.7% (n = 80,000)
# DU-145: DU-145 prostate cancer; actives 4.2% (n = 81,000)
# Numbers without * were called inactive; · = not tested or not shown; & = joins results of further samples. Rule for the calls: active = growth percent below 10; inactive = the rest. Not a hit list (roughly 9.5% active in at least one column).
no. | Molecule | OVCAR-5 | NCI/ADR-RES | IGROV1 | OVCAR-8 | OVCAR-3 | SK-OV-3 | OVCAR-4 | DU-145
1 | CCCCCCCOc1c2c(nc3c1c1ccccc1n3C)-c1ccccc1C2 | 94 | 100 | 72 | 81 | 92 | 66 | 105 | 117
2 | COc1ccc(NC2=C(Cl)C(=O)C(C)=C(C)C2=O)cc1OC | 103 | · | 40 | 97 | 96 | · | 22 | 104
3 | CC(=O)c1cccc(Nc2ncnc3c2cnn3-c2ccccc2)c1 | 104 | 95 | 86 | · | 69 | 92 | 91 | 94
4 | CCCCCCCn1cc2c(N[C@H](C)c3ccccc3)ncnc2n1 | 104 | 102 | 90 | 103 | 103 | 117 | 100 | 98
5 | CN(C)c1ccc(C2C(C#N)=C(N)Oc3cc4ccccc4cc32)cc1 (stereo not drawn) | 100 | 92 | 55 | 89 | 82 | 85 | 72 | 104
6 | CN(C(=O)/C=C/c1ccco1)c1ccccc1 | 114 | 107 | 111 | 115 | 125 | 115 | · | 116
7 | NS(=O)(=O)c1cnccc1Oc1c(-c2ccccc2)oc2ccccc2c1=O | 104 | 73 | 26 | 107 | 83 | 113 | 102 | 117
8 | COc1ccc(-c2cc3ccccc3c3nnnn23)cc1 | 94 | 90 | 92 | 89 | 106 | 86 | 100 | 110
9 | CC(=O)NCc1cc(C)c(C)cc1C | 95 | 105 | 104 | 104 | 101 | 98 | 106 | 104
10 | Cc1cccc2cc(-c3cc4ccccc4[nH]3)/c(=N/C(=O)Nc3ccc(Cl)cc3)oc12 | 102 | 99 | 66 | 103 | 102 | 94 | 104 | 108
11 | Oc1ccc(C2=NN(c3ccccc3)C(c3ccccc3)C2)cc1 (stereo not drawn) | 103 | 92 | 95 | 96 | 102 | 120 | · | 110
12 | COc1ccc(C(O)c2ncn(C)c2Cc2ccc(OCc3ccccc3)cc2)cc1 (stereo not drawn) | 71 | 84 | 59 | 106 | 69 | 98 | 65 | 97
13 | Cc1n[nH]c(C)c1N=Nc1cccc2c1C(=O)c1ccccc1C2=O | 92 | 89 | 84 | 91 | 106 | 94 | 90 | 101
14 | Nc1ccc(-c2ccc(N)c(Br)c2)cc1Br | 63 | 29 | 47 | 59 | 51 | 64 | 76 | 68
15 | O=c1[nH]c2cc(Cl)c(Cl)cc2n2cc3cccnc3c12 | 155 | 90 | 96 | 103 | 114 | 102 | · | 110
16 | COc1ccc(OC)c2cc3ccccc3cc12 | 96 | 102 | 112 | 106 | 109 | 120 | 88 | 112
17 | Nc1ccc(/C=N/Nc2ccnc3c(O)cccc23)c2cccnc12 | 107 | 31 | 60 | 14 | 20 | 86 | 30 | 37
18 | NCCCNC(=O)OCc1ccc2c(Cl)cc(Cl)c(O)c2n1 | 111 | 73 | 83 | 78 | 78 | 90 | 75 | 81
19 | Cn1cc(-c2cc(N)n3nc(-c4c[nH]c5ccc(F)cc45)cc3n2)c2cc(Br)cnc21 | 74 | 56 | 71 | 43 | 109 | 104 | 72 | 70
20 | COc1ccc(C2=C(C#N)[C@@]3(C(=O)Nc4ccccc43)c3c(-c4ccccc4)nn(-c4ccccc4)c3N2)cc1 | 102 | 98 | 85 | 96 | 95 | 91 | 90 | 92
21 | CC1(C)CC2=C3C=C[C@@H]4[C@@]5(C)CC[C@@H](O)C(C)(C)[C@@H]5CC[C@@]4(C)[C@]3(C)CC[C@@]2(C(=O)O)C[C@H]1O | 113 | 87 | 75 | 88 | 53 | 81 | 77 | 94
22 | O=C1/C(=C\c2cccc3nccnc23)SC(=S)N1CCc1ccc(O)cc1 | 104 | 97 | 95 | 99 | 101 | 110 | 89 | 98
23 | O=C(NC1CCCCC1)c1ccc2c(c1)nc(-c1ccccc1)n2C1CCCCC1 | 99 | 98 | 113 | 95 | 106 | 72 | 92 | 97
24 | O=c1[nH]cc(S)c(=O)[nH]1 | 110 | 107 | · | 103 | 109 | · | 109 | 116
25 | O=C(Nc1ccccc1)c1cc(-c2cccnc2)nc2ccccc12 | 112 | 111 | · | 102 | 101 | 96 | 104 | 104
26 | NCc1ccc(-c2nnc3n2N=C(c2ccccc2)CS3)cc1 | 105 | 101 | 104 | 93 | 107 | 107 | 108 | 109
27 | COc1cc(/C=N\N=C\c2cc(OC)c(OC)c(OC)c2)cc(OC)c1OC | 99 | 98 | 107 | 103 | 102 | 103 | 102 | 107
28 | C#CC[N+](CC)(CC)CC#CCC[N+](CC)(CC)CC#C | 108 | 103 | 104 | 104 | 112 | 109 | 99 | 109
29 | COC1C(O)CC(OC2CC(OC3CC(O[C@@H]4C(=O)c5c(cc6cc(OC7CC(OC8CC(O)C(O)C(C)O8)C(O)C(C)O7)c(C)c(O)c6c5O)CC4[C@H](OC)C(=O)C(C)=O)OC(C)C3O)OC(C)C2O)OC1C (stereo partly drawn) | 14 | 19 | 14 | 4.0* | 6.3* | 17 | 11 | 10
30 | O=S(=O)(O)c1ccc(-c2ccc(S(=O)(=O)O)cc2)cc1 | 110 | 105 | 106 | 107 | 111 | 109 | 109 | 106

# An excerpt of these results, as labelled records.
14. Nc1ccc(-c2ccc(N)c(Br)c2)cc1Br
  OVCAR-5: 63
  NCI/ADR-RES: 29
  IGROV1: 47
  OVCAR-8: 59
  OVCAR-3: 51
  SK-OV-3: 64
  OVCAR-4: 76
  DU-145: 68
15. O=c1[nH]c2cc(Cl)c(Cl)cc2n2cc3cccnc3c12
  OVCAR-5: 155
  NCI/ADR-RES: 90
  IGROV1: 96
  OVCAR-8: 103
  OVCAR-3: 114
  SK-OV-3: 102
  OVCAR-4: ·
  DU-145: 110
16. COc1ccc(OC)c2cc3ccccc3cc12
  OVCAR-5: 96
  NCI/ADR-RES: 102
  IGROV1: 112
  OVCAR-8: 106
  OVCAR-3: 109
  SK-OV-3: 120
  OVCAR-4: 88
  DU-145: 112

# (next part)
no. | Molecule | OVCAR-5 | NCI/ADR-RES | IGROV1 | OVCAR-8 | OVCAR-3 | SK-OV-3 | OVCAR-4 | DU-145
31 | CC(c1cccs1)N(C)Cc1nc(N)c2ccccc2n1 (stereo not drawn) | · | · | · | 100 | 106 | 111 | 112 | 118
32 | O=C(CSc1nc2ccccc2c(=O)n1CCc1ccccc1)Nc1ccc(Cl)cc1 | 105 | 80 | 64 | 62 | 69 | 58 | 87 | 89
33 | COc1ccccc1NC(=O)c1cc2ccccc2cc1O | 97 | 76 | 49 | 88 | 74 | · | 71 | 115
34 | COC1=CC(O)C23OCC(=O)N2c2cccc4c2C(O)(CCC4)C3C1O (stereo not drawn) | 108 | 98 | 97 | 96 | 105 | 95 | 92 | 107
35 | COc1ccc(/C=C/C=C\C(=O)c2ccc(N3CCCC3)cc2)cc1 | 90 | 95 | 70 | 89 | 93 | 82 | · | 97
36 | O=C1c2ccccc2C(=O)N1CCCCCCCCBr | 98 | 100 | 119 | 93 | 115 | 104 | 95 | 120
37 | COc1ccc(-c2cn(-c3ccc(Cl)cc3)c(SCC(=O)c3ccc(Cl)cc3)n2)cc1 | 97 | 84 | 97 | 89 | 111 | 94 | 56 | 110
38 | C=CCOc1nc2c(c(=O)n(C)c(=O)n2C)n1C | 103 | 109 | 95 | 113 | 118 | 104 | 119 | 116
39 | Nc1ccc(S(=O)(=O)Nc2nc(/C=C/c3ccccc3)cc(-c3cc(/C=C/c4ccccc4)nc(NS(=O)(=O)c4ccc(N)cc4)n3)n2)cc1 | 103 | 104 | 105 | 14 | 111 | 94 | 102 | 104
40 | C[N+](C)(C)CC(=O)NNC(=O)Nc1cccc([N+](=O)[O-])c1 | 102 | 103 | 112 | 116 | 113 | 106 | 103 | 118
41 | Cc1cc(O)c2c(c1O)C(=O)C13C(=C2O)C(=O)C2C(O)C1C1C(O)C3C(=O)C3=C(O)c4c(O)cc(C)c(O)c4C(=O)C321 (stereo not drawn) | -51* | -17* | 10 | · | -39* | -13* | 28 | -6.5*
42 | CCNC(=O)Nc1ncccc1OCc1ccccc1 | 94 | 101 | 96 | 107 | 102 | 106 | 91 | 99
43 | C/C=C/[C@@H]1C=C[C@@H]2C[C@H](C)CC[C@H]2[C@]1(C)/C(O)=C1/C(=O)[C@@H](CO)N(C)C1=O | 111 | 37 | 87 | 72 | 73 | 84 | 84 | 71
44 | Nc1cccc2c1-c1ccccc1C2=O | 107 | 101 | 102 | 95 | 99 | 88 | 108 | 103
45 | O=C(Nc1nc(-c2ccccc2)cs1)c1cc(O)c(O)c(O)c1 | 89 | 47 | 33 | 39 | 22 | 70 | 44 | 58
46 | O=C(Nc1ccc(Cl)c([N+](=O)[O-])c1)Nc1nc2ccccc2s1 | 103 | 81 | · | 85 | 80 | 85 | 67 | 107
47 | COc1nc2cc(OC(C)C)ccc2cc1-c1nc2c(cnn2-c2ccc(Br)cc2)c(=O)[nH]1 | 108 | 101 | 100 | 97 | 106 | 120 | 101 | 109
48 | O=C(CNc1nc(-c2ccccc2)cs1)Nc1ccc(Br)cc1 | -96* | -17* | -75* | -5.2* | -78* | 8.4* | -50* | -92*
49 | C#CC(C)(O)C(C)(C)C (stereo not drawn) | 109 | 105 | 121 | 94 | 112 | 111 | 114 | 117
50 | COc1cccc(Cn2cc(C(=O)Nc3cccnc3Nc3cc(OC)cc(OC)c3)nn2)c1 | 114 | 96 | 108 | 107 | 105 | 106 | 108 | 105

# An excerpt of these results, with each value named:
(44) Nc1cccc2c1-c1ccccc1C2=O
  OVCAR-5: 107
  NCI/ADR-RES: 101
  IGROV1: 102
  OVCAR-8: 95
  OVCAR-3: 99
  SK-OV-3: 88
  OVCAR-4: 108
  DU-145: 103

(45) O=C(Nc1nc(-c2ccccc2)cs1)c1cc(O)c(O)c(O)c1
  OVCAR-5: 89
  NCI/ADR-RES: 47
  IGROV1: 33
  OVCAR-8: 39
  OVCAR-3: 22
  SK-OV-3: 70
  OVCAR-4: 44
  DU-145: 58

(46) O=C(Nc1ccc(Cl)c([N+](=O)[O-])c1)Nc1nc2ccccc2s1
  OVCAR-5: 103
  NCI/ADR-RES: 81
  IGROV1: ·
  OVCAR-8: 85
  OVCAR-3: 80
  SK-OV-3: 85
  OVCAR-4: 67
  DU-145: 107

(47) COc1nc2cc(OC(C)C)ccc2cc1-c1nc2c(cnn2-c2ccc(Br)cc2)c(=O)[nH]1
  OVCAR-5: 108
  NCI/ADR-RES: 101
  IGROV1: 100
  OVCAR-8: 97
  OVCAR-3: 106
  SK-OV-3: 120
  OVCAR-4: 101
  DU-145: 109

# More results follow:
no. | Molecule | OVCAR-5 | NCI/ADR-RES | IGROV1 | OVCAR-8 | OVCAR-3 | SK-OV-3 | OVCAR-4 | DU-145
51 | Cc1ccc(/C=C2/SC(=S)N(CC(=O)Nc3ncc(Cc4ccc(C)cc4)s3)C2=O)cc1 | 100 | 103 | 96 | 96 | 110 | 99 | 102 | 112
52 | O=C1c2ccccc2-c2nnc(-c3ccc(Br)cc3)cc21 | 110 | 9.3* | 40 | 78 | -23* | 92 | 10 | 56
53 | Fc1ccc(-c2cc(-c3cc(-c4ccc(F)cc4)n[nH]3)[nH]n2)cc1 | 101 | 106 | 101 | 97 | 107 | 116 | 108 | 98
54 | Oc1ccc2ccccc2c1Sc1c(O)ccc2ccccc12 | 109 | 91 | 97 | 91 | 82 | 108 | 88 | 100
55 | O=C1N=c2ccccc2=C1c1sc(=S)n(C2CC(=O)N(c3ccc(Cl)cc3)C2=O)c1O (stereo not drawn) | 105 | 102 | 101 | 99 | 109 | 103 | 103 | 106
56 | c1ccc(-c2ccccc2OCC2CO2)cc1 (stereo not drawn) | 105 | 102 | 101 | 107 | 120 | 108 | · | 109
57 | Cc1ccc2sc3c(NCc4ccccc4)nc4ccccc4c3c(=O)c2c1 | 95 | 97 | 94 | 97 | 109 | 101 | 97 | 103
58 | CC(=O)OCC(=O)[C@@]1(O)CCC2C3CCC4=CC(=O)CC[C@]4(C)C3C(=O)C[C@@]21C (stereo partly drawn) | 113 | 107 | 110 | 101 | 121 | 104 | 111 | 123
59 | CC(=O)[C@H]1CCC2C3CCC4=CC(=O)CC[C@]4(C)C3CC[C@@]21C (stereo partly drawn) | 79 | 77 | 86 | 86 | 96 | 95 | 79 | 99
60 | C=C(C)[C@@H]1CCC=C2CC[C@]3(C)[C@H](CC[C@@H]4[C@@]5(C)Cc6c([nH]c7ccccc67)C(C)(C)[C@@H]5CC[C@]43C)[C@H]21 | 104 | 102 | 99 | 103 | 102 | 102 | 103 | 104
61 | COc1cc2cc(Oc3ccc(NC(=O)Nc4ccc(F)c(C(F)(F)F)c4)cc3)c(C)nc2cc1OCCN1CCCCC1 | 127 | 75 | 35 | -55* | -93* | 115 | 0.7* | -24*
62 | COc1cc(C2NCc3c(nc4c(c(C)nn4-c4ccccc4)c3-c3ccc(Cl)cc3)N2)cc(OC)c1OC (stereo not drawn) | 95 | 110 | 107 | 96 | 118 | 71 | 98 | 110
63 | CCCCCCCCCCCCCCCCN=C1NOCC1N (stereo not drawn) | 111 | 104 | 107 | 102 | 103 | 107 | 104 | 102
64 | CCCCCCCCCCCCCCCCCCOCC(COP(=O)([O-])OCC[N+](C)(C)C)OC (stereo not drawn) | -61* | 107 | 12 | · | 96 | 82 | 109 | 129
65 | CCOC(=O)c1cc2cc(C)ccc2[nH]1 | 93 | 94 | 95 | 99 | 102 | 109 | 88 | 94
66 | CCCC1OC(c2ccc(OC)cc2)OCC1CC (stereo not drawn) | 86 | 105 | 110 | 103 | 115 | 116 | 111 | 110
67 | NC(=O)Nc1ccc2c(c1)Cc1cc(F)ccc1-2 | 104 | 103 | 97 | 89 | 112 | 105 | 100 | 110
68 | CCc1cccc2c3c([nH]c12)C(CC)(CC(=O)O)OCC3 (stereo not drawn) | 89 | 102&80 | 111&124 | 94&100 | 111&108 | 105&108 | 110&104 | 114&106
69 | COc1cc(CCn2nnc3c(NCCN4CCOCC4)ncnc32)cc(OC)c1 | 102 | 104 | 111 | 102 | 101 | 96 | 98 | 106
70 | CC(C(=O)O)N1C2=NC(=O)C(C#N)C(c3ccc(Cl)cc3)N2NC1(C)c1ccccc1O (stereo not drawn) | 76 | 44 | 42 | 50 | 14 | 48 | 30 | 62
